Screens deposited in PubChem by The Scripps Research Institute Molecular Screening Center.
CHO-K1 Ca antag: nonselective inhibitor or artifact in parental CHO-K1 cells. ATP-induced calcium, Fluo-8 fluorescence. inhibition, % at 3 µM. actives 0.6% (n = 360,000);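 active means inhibition above a per-plate cutoff, the plate's mean sample inhibition plus 3 SD, cut at about 24% in these data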;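 further: 0% = DMSO plus EC80 ATP and 100% = DMSO alone without ATP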
M1 antag: human CHRM1 antagonism | AID 588852 | inhibition, % at 3 µM | actives 1.3% (n = 360,000) | CHO-K1 hM1, Fluo-8 calcium fluorescence, ACh EC80 antagonist | P11229;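 active means percent inhibition above its own plate's cutoff, namely the mean of that plate's compound wells plus 3 SD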;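 further: peak over basal fluorescence ratio during 140 s after agonist addition; 0% = ACh EC80 plus DMSO and 100% = DMSO alone without agonist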
Target sequence (P11229 whole entry, looked up): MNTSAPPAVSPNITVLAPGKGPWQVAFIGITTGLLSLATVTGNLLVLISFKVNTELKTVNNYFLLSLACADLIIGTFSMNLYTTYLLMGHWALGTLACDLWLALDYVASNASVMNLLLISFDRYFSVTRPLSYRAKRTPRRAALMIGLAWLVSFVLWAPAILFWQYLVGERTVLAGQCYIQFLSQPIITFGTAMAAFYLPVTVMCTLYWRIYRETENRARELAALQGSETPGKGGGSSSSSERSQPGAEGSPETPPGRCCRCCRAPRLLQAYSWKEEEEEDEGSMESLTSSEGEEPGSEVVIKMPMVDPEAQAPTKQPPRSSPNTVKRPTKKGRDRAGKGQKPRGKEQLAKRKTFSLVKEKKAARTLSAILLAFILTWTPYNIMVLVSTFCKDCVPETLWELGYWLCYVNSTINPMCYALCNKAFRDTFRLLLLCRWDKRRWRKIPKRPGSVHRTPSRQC
CHRM4 antagonist: CHRM4 antagonism in calcium assay. P08173. CHO-hM4 cells, ACh EC80, Fluo-8 calcium fluorescence. inhibition, % at 3 µM. actives 0.73% (n = 360,000). AID 624125;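 active means inhibition above its plate's cutoff, the mean inhibition of sample wells plus 3 SD, cut at about 27% in these data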;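 further: 0% = acetylcholine EC80 with DMSO and 100% = DMSO without agonist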
M1 ag: agonists of human M1 muscarinic receptor. actives 0.33% (n = 360,000). CHO-K1 hM1, Fluo-8 calcium fluorescence, agonist mode; 0% DMSO, 100% acetylcholine EC100. activation, % at 3 µM. P11229;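 active means activation above the run's mean compound activation plus 3 SD, cut at about 16% in these data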;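 further: peak over basal fluorescence ratio within a 140 s kinetic read after compound addition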
CHRM4 agonist: CHRM4 agonism in calcium assay | P08173 | CHO-K1 hM4/Gqi5, Fluo-8 calcium fluorescence; vehicle 0%, full acetylcholine response 100% | activation, % at 3 µM | actives 0.14% (n = 360,000);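 active means activation above the run mean over all test wells plus 3 SD, cut at about 32% in these data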;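 further: peak over basal fluorescence ratio per well then scaled between controls; 0% = DMSO wells and 100% = acetylcholine at EC100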
OXTR potentiate: human OXTR potentiation; P30559; CHO-OTR cells, Fluo-8 calcium fluorescence, potentiator mode; 0% = oxytocin EC15, 100% = EC100; activation, % at 3 µM; actives 0.061% (n = 320,000); AID 2445;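 active means activation above that plate's cutoff, the mean activation of tested compounds plus 3 SD, cut at about 6.6% in these data, passing the limit was not always enough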;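 further: 100% uses oxytocin at 75 nM as the full agonist control; some results filed as inactive read as strong as hits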
Target sequence (P30559 whole entry, looked up): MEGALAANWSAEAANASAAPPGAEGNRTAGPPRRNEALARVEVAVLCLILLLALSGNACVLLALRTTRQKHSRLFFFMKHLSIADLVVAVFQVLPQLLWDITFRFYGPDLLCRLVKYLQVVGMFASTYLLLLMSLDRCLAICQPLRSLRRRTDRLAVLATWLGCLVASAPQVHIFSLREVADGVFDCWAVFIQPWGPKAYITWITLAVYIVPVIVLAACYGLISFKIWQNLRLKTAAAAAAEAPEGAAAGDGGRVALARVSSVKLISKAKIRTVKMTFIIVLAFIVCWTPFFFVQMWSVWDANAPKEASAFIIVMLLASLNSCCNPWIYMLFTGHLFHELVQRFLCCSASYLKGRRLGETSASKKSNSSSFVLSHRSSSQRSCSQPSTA
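Material: human OTR in CHO cells. Compound: 3.0 µM, one dose. Timing: compound 6 min at room temperature before oxytocin, 100 s read. Evaluation: % activation of max/min ratio relative to oxytocin controls. Replication: single well per compound, singlicate. Signal: Fluo-8 calcium dye fluorescence.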
M1 PAM: potentiates human M1 receptor response to acetylcholine. P11229. CHO-K1 hM1, Fluo-8 calcium fluorescence, ACh EC20; 0% = ACh EC20, 100% = maximal ACh. activation, % at 3 µM. actives 0.088% (n = 360,000); in the data active means activation above about 19%, passing the limit was not always enough
M1 ag parental: counter-screen for M1 agonists: effect in parental CHO-K1 cells | actives 0.48% (n = 360,000) | AID 602248 | Fluo-8 calcium fluorescence; scaled to maximal ATP response, vehicle zero | activation, % at 3 µM; in the data active means activation above about 15%;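 further: untransfected CHO-K1 host cells lacking M1 receptor as counterscreen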
CHO parental Ca: signal in parental CHO cells, OX1R antagonist counter-screen; parental CHO-K1, ATP-induced calcium, Fluo-8 fluorescence; inhibition, % at 5.6 µM; actives 0.63% (n = 330,000); AID 463079;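 active means inhibition above that plate's mean sample inhibition plus 3 SD, cut at about 26% in these data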;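 further: 0% = ATP-challenged DMSO wells and 100% = DMSO wells without ATP; some compounds past the cut are filed as inactive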
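Measured by: calcium-sensitive Fluo-8 fluorescence / Test system: CHO parental line / Controls: ATP-challenged DMSO wells low, unchallenged DMSO wells high / Measure: % inhibition / Compound: single nominal dose of 5.6 µM per compound / Replicates: single well per compound, no replicates / Reagent: ATP as calcium-mobilizing challenge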
* = called active by the depositor; / = no result given.

SMILES	CHO-K1 Ca antag	M1 antag	CHRM4 antagonist	M1 ag	CHRM4 agonist	OXTR potentiate	M1 PAM	M1 ag parental	CHO parental Ca
CCOC(=O)CSC1=C(C#N)C(c2ccc(C)o2)CC(=O)N1 (stereo not given)	16	-2	5	-4	-1	0	2	-0.5	-3
CCOc1cc(/C=N/NC(N)=O)cc(Br)c1OCc1ccccc1	-3	2	2	-4	2	-5	0	0.9	-19
CCCN(CCC)CCCOC(=O)c1ccc(Cl)cc1Cl	-10	68*	17	-4	2	1	-21	2.5	-22
Nc1c(/C=C2/C=CC(=O)C(O)=C2)c(=O)nc2sc(CC(=O)N3CCCC3)nn12	-11	-1	0	0	0	0	6	-0.2	7
Cc1sc(NC(=S)NC(=O)c2cccs2)nc1-c1ccc(C(C)C)cc1	0	-14	-2	-3	0	-1	13	-0.2	-15
CCOC(=O)CCC(NC(=O)CCCCC(=O)NC(CCC(=O)OCC)C(=O)OCC)C(=O)OCC (stereo not given)	-18	-4	-5	-4	1	-6	8	0.4	-3
COc1ccc(C(=O)N2CCN=C2SCc2cccnc2)cc1OC	4	-16	-6	1	0	0	17	0.2	-9
COc1ccc(CCNC(=O)c2cnc3n(c2=O)CCS3)cc1OC	-43	-13	-2	-1	2	-5	12	1.4	8
COc1ccccc1OCc1nn[nH]n1	-3	-1	8	-2	-1	-4	2	0.4	0
O=c1c(O)c(-c2ccc(O)cc2)oc2cc(O)cc(O)c12	-8	-7	-6	19*	1	6	15	1.6	3
Cn1cc(/C=C2/SC(=O)N(CC(=O)Nc3ccc4c(c3)OCO4)C2=O)c2ccccc21	-17	-4	-6	-1	2	4	4	0.4	1
CC(=O)c1cccc(NC(=O)c2cccc(N3C(=O)c4ccccc4C3=O)c2)c1	-7	-10	-3	-1	2	-6	9	1.0	-8
CCN1CCCC1CNC(=O)c1cc2c(OC)cccc2[nH]1 (stereo not given)	-1	6	8	-4	0	-2	-1	0.0	-13
NS(=O)(=O)c1ccc(CNC(=O)/C=C/c2cccc([N+](=O)[O-])c2)cc1	-8	-3	6	-2	0	-5	4	0.0	-10
CCOc1ccc(OCc2ccc(C(=O)O)o2)cc1	-14	-1	-3	-1	1	-6	6	0.0	-1
Cc1n[nH]c(C)c1-c1nc2ccccc2[nH]1	-15	-39	-8	1	2	-1	18	0.4	4
Cc1ccc2nc(-c3ccc(NC(=S)NC4CC(C)(C)NC(C)(C)C4)cc3)sc2c1	-4	2	2	-1	3	-10	-2	0.8	9
COc1ccccc1CCNC(=O)c1cc(-c2ccccn2)nc2ccccc12	15	32*	3	-4	7	/	-11	1.7	/
O=Cc1c(N2CCN(c3ccccc3)CC2)nc2ccccn2c1=O	-6	-11	2	-5	6	-12	9	4.4	-13
CCN(CC(=O)Nc1ccc(OC)cc1)C(=O)COc1cccc2c1OC(C)(C)C2	-1	-8	-23	3	2	3	19	-0.2	-11
CN(CC(O)COCc1ccccc1F)C1CCCCC1 (stereo not given)	-14	-8	-14	-4	0	-1	2	0.9	2
CCOc1ccc2nc(C(C)O)[nH]c2c1 (stereo not given)	-23	-15	2	-5	1	0	8	0.4	-2
COc1ccc(S(=O)(=O)Nc2nc3ccccc3nc2NCc2ccc3c(c2)OCO3)cc1	4	-1	5	-5	0	-8	0	0.2	-5
COc1ccc(C(=O)Nc2ccc3nc(C)sc3c2)cc1OC	-8	-7	2	-5	1	-9	6	0.4	-1
Cc1cccc(OCC(=O)Nc2ccc3c(c2)nc(CCN2CCCCC2)n3C)c1	1	11	2	-6	1	0	-9	0.6	-20

Part of the list above with just CHRM4 agonist and M1 PAM:
smiles	CHRM4 agonist	M1 PAM
Cc1cccc(OCC(=O)Nc2ccc3c(c2)nc(CCN2CCCCC2)n3C)c1	1	-9
NS(=O)(=O)c1ccc(CNC(=O)/C=C/c2cccc([N+](=O)[O-])c2)cc1	0	4
CN(CC(O)COCc1ccccc1F)C1CCCCC1 (stereo not given)	0	2
Cc1n[nH]c(C)c1-c1nc2ccccc2[nH]1	2	18

Remaining list, next part.
SMILES	CHO-K1 Ca antag	M1 antag	CHRM4 antagonist	M1 ag	CHRM4 agonist	OXTR potentiate	M1 PAM	M1 ag parental	CHO parental Ca
COc1cccc(Cn2cc(-c3cccc(C(F)(F)F)c3)nn2)c1	-6	3	-3	-4	0	-16	1	-0.7	-14
O=C(Nc1ccc(F)cc1F)c1cc2ccccc2oc1=O	1	-13	-11	-1	1	1	8	0.3	-7
COC(=O)c1ccc2nc(NC(=O)CCS(=O)(=O)c3ccccc3)sc2c1	9	5	0	-1	0	1	10	-0.5	-11
Cn1c(COc2ccccc2)nnc1SCC(=O)Nc1ccc(N2CCOCC2)cc1	-4	4	2	-4	1	1	4	0.4	-11
CCOc1c2ccc(C(=O)NCc3ccc(OC)cc3)cc2nn1CCOC	-11	-10	-9	0	1	-15	9	0.1	-10
COc1ccc(C2C3=C(CC(C)(C)CC3=O)Nc3c2c(=O)[nH]c2nc(C)nn32)cc1 (stereo not given)	0	-5	5	-3	1	-1	8	0.9	-5
COc1ccc(C2C(C(=O)N3CCOCC3)CCC(=O)N2c2cc(OC)c(OC)c(OC)c2)cc1 (stereo not given)	-15	-9	-12	-2	0	-18	7	0.1	-13
Cc1ccc(NCc2nnc(SCC(=O)O)n2Cc2ccccc2)cc1Cl	-2	-5	-3	-2	0	-14	9	-0.5	-4
COC(=O)[C@]12CCCCC=C1N(CCC1=CCCCC1)C(=O)[C@H](CC(=O)NCc1ccc(OC)c(OC)c1)C2	-7	/	2	/	10	/	/	4.7	/
CCOc1ccc(C2NC(=O)CCC2[N+](=O)[O-])cc1 (stereo not given)	-5	-10	3	-2	0	-12	7	0.3	2
COc1ccc(CNC(=O)c2ccc(N3CCC4(CC3)CC(c3ccc(Cl)cc3)=NO4)c([N+](=O)[O-])c2)cc1	-1	7	3	-1	2	-16	-2	0.7	6
COc1cc(NC(=O)c2cc(C)nc3ccccc23)cc(OC)c1OC	-13	-1	-4	-5	2	-18	4	0.8	-16
NS(=O)(=O)c1ccc(CCNC(=O)CN2CCN(Cc3cccc4ccccc34)CC2)cc1	-13	6	-13	-9	6	-4	-9	5.5	-11
Cc1occc1C(=O)NNC(=S)Nc1ccccc1	-6	-9	6	-4	0	-4	11	0.4	-10
CCCn1c(=O)c2ccccc2n2c(SC(C)C(N)=O)nnc12 (stereo not given)	-16	-11	-7	-4	0	-5	5	1.4	-19
O=S(=O)(NC1=NCCC1)c1cccc(NC(=S)NCCc2ccccc2)c1	-8	-8	-4	-8	2	-5	5	0.6	-24
CN(Cc1ccccc1)C(=O)Nc1c(Cl)cccc1Cl	-9	-5	-6	-8	-1	/	6	0.2	/
CCOCCCNC(=O)CN1C(=O)COc2ccc(S(=O)(=O)N3CCOCC3)cc21	-16	-12	6	-1	0	-4	7	0.4	3
O=C(CCC(=O)N1CCN(c2ccc(F)cc2)CC1)c1ccc(Cl)cc1	-14	-5	-8	-1	7	-4	1	6.2	-16
COc1cc(NC(=O)CSc2nnnn2C2CCCC2)cc(OC)c1	-5	-5	0	-1	1	-10	4	1.2	-5
CC/C=C\[C@H](O)[C@H](O)C1=C(C)C(=O)[C@]2(O1)C(=O)N[C@@](OC)(C(=O)c1ccccc1)C2O (stereo not given in full)	-6	-14	-3	-2	0	-3	10	0.7	-3
COc1cc(C(=O)NC2CC(C)CC(C)(C)C2)cc(OC)c1OC (stereo not given)	-25	-20	1	-3	0	/	8	0.1	/
CCN(CC)c1nc(N2CCN(CCO)CC2)nc2ccccc12	10	-2	-3	-5	1	-7	2	-0.2	-6
COc1ccc(S(=O)(=O)N2CCCCCC2)cc1NC(=O)CN1C(=O)NC(C)(c2ccccc2)C1=O (stereo not given)	7	19	14	-3	13	-9	-8	4.2	-10
CCn1c(SCc2nc3ccccc3c(=O)[nH]2)nnc1-c1ccncc1	14	-12	-5	-6	3	-8	2	0.1	-14
More results:
SMILES	CHO-K1 Ca antag	M1 antag	CHRM4 antagonist	M1 ag	CHRM4 agonist	OXTR potentiate	M1 PAM	M1 ag parental	CHO parental Ca
COc1ccc(CCNC(=O)c2cccs2)cc1OC	-8	-9	-6	-1	1	5	9	1.2	-1
CCC(C)(C(=O)NC1CCCCC1)N(Cc1cccs1)C(=O)c1ccc(=O)[nH]c1 (stereo not given)	-4	-11	-17	-7	1	0	1	0.5	-12
c1ccc(-c2ccc3ccccc3n2)cc1	10	-10	8	-6	1	-4	4	-0.3	0
Clc1cccc(-c2nc3c4ccccc4ccn3c2Cc2ccccc2)c1	-25	-20	6	-4	0	/	-4	0.6	/
O=C(NCc1ccccc1)c1cc(C2CCCCN2C(=O)c2ccc3c(c2)CCO3)on1 (stereo not given)	0	-3	-5	-4	5	/	0	1.8	/
COc1ccc(CCNC(=O)COc2nncc3ccccc23)cc1	-23	-13	12	-3	2	-6	9	0.7	-14
COC(=O)CSc1nc(-c2ccccc2)nc2ccc(F)cc12	-7	24	-2	-1	1	-4	-2	0.5	-20
CCOC(=O)C1CCN(C(=O)c2ccc(Cl)c(S(=O)(=O)N3CCCC3)c2)CC1	-9	-15	-4	-3	0	-6	16	1.8	-13
Cn1c(=O)cc(SCC(=O)NCc2ccc(F)cc2)c2ccccc21	-9	-4	-4	-10	3	0	5	1.3	-15
CCn1c(C(O)c2ccccc2)nc2ccccc21 (stereo not given)	-9	17	-3	-6	2	-8	-14	0.2	2
CC(=O)N1CCc2cc(S(=O)(=O)CCC(=O)NCc3ccc(C)o3)ccc21	-14	-2	-4	-1	1	-16	5	0.5	4
O=C(NCCO)C(=O)NCC(c1ccc2c(c1)OCO2)N1CCN(c2ccc(F)cc2)CC1 (stereo not given)	-12	0	-13	-3	2	-8	3	1.6	-15
CN(C)C(=O)CCN1CCOCC1	-17	-19	-4	-3	1	-8	8	0.2	-1
O=C1NCCN1C(=O)c1ccccc1F	-14	-2	3	-4	1	3	5	1.1	3
COC(=O)[C@]12CCCCC=C1N(CCC1=CCCCC1)C(=O)[C@H](CC(=O)NCc1cccc3ccccc13)C2	-21	/	-6	/	0	/	/	0.7	/
O=C(Nc1ccccc1C(=O)NC(Cc1ccccc1)C(=O)NC1CCCCC1)c1ccccc1 (stereo not given)	-3	-11	-7	-8	1	-7	9	0.2	-17
CC(C)CNC(=O)COC(=O)c1ccccc1OCC(=O)Nc1ccc(Br)cc1	2	2	-6	-1	1	0	7	0.0	-3
CCOc1ccc2nc(SCC(=O)N(CC(C)C)c3c(N)n(CC(C)C)c(=O)[nH]c3=O)[nH]c2c1	-11	6	5	-1	-1	/	7	-0.1	/
O=C(c1ccc(F)cc1)n1ccc(-c2cnc(-c3ccccc3)s2)n1	-11	-27	5	-1	1	0	6	0.3	-12
CCOC(=O)C(NCc1ccco1)(NC(=O)c1ccccc1)C(F)(F)F (stereo not given)	9	6	-2	-2	1	-20	2	0.8	-13

2 entries from above in a different format.
Results follow in this order: CHO-K1 Ca antag	M1 antag	CHRM4 antagonist	M1 ag	CHRM4 agonist	OXTR potentiate	M1 PAM	M1 ag parental	CHO parental Ca
COc1ccc(CCNC(=O)c2cccs2)cc1OC
    -8	-9	-6	-1	1	5	9	1.2	-1
CCOC(=O)C1CCN(C(=O)c2ccc(Cl)c(S(=O)(=O)N3CCCC3)c2)CC1
    -9	-15	-4	-3	0	-6	16	1.8	-13
